# T cell modulator – T cell immune modulation candidate | 2C CD8+ T cell-vesicle binding, flow cytometry; active compounds read low | calls only at 7 µM | 0.068% of 330,000 active;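 active = response, share of CD8 T cells binding vesicles, and their 90th percentile fluorescence all below set limits, cut at about 80% in these data, passing the limit was not always enough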
#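 Also added: QL9-peptide-loaded Drosophila micro-vesicles bearing Ld, ICAM-1 and B7-1; Test system: purified 2C TCR transgenic mouse naive CD8+ T cells; Measured by: cytometric PE anti-B7-1 and Alexa647 anti-CD8 signals after 1% paraformaldehyde fixation; Timing: binding step 1.5 h, 37 °C, antibody labelling 20 min, ice.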
# Hep lipid drop – modulators of hepatic lipid droplet formation; inhibition, % at 6.5 µM; AML12 mouse hepatocytes, oleate lipid droplets, BODIPY imaging; 0.4% of 240,000 active;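 active = lipid droplet intensity inhibited by at least 50%, with more than 500 cells counted; inconclusive = wells with under 300 cells, treated as cytotoxic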
#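 Technique: fluorescence imaging, 20x objective, two fields per well / Assay system: AML12 hepatocytes (mouse) / Measure: % inhibition of lipid droplet signal / Doses: 6.5 µM single-point dosing / Incubation: overnight exposure / Reagent: 100 µM oleic acid challenge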
# Ins promoter up – MIN6 insulin promoter up-regulation | AID 1625 | MIN6 insulin promoter-GFP reporter, high-content imaging; active compounds read high | z-score at 5 µM | 0.3% of 190,000 active;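 active = z-score above 3 at 5 µM with at least 500 cells counted in the well; inconclusive = wells under 500 cells, flagged as cytotoxic or low count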
# TNAP activation fold – stimulation of alkaline phosphatase TNAP activity – biochemical, luminescent, no phosphate acceptor, uHTS, primary screen (AID 1001) | purified TNAP, luminescent activation assay, no phosphate acceptor; higher activation fold means a stronger effect | activation fold at 20 µM; hits with a dose series show EC50 in µM | 0.03% of 200,000 active; in the data active = activation fold from about 3, or a potency from the dose series; inactive = the rest, 99 in 100 with activation fold below about 1.6; note: many of its hits are not listed in these tables
# Myeloid diff MLP – compounds promoting myeloid differentiation; ER-HoxA9 myeloid progenitors, lysozyme-GFP differentiation, flow cytometry; calls only at 10 µM; 1% of 360,000 active;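 active = normalized GFP-positive differentiation at or above the plate's own cutoff, the solvent-only control mean plus 3 SD; inconclusive = no clear call, values can overlap the other calls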;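 note: cells exposed to compound for four days before flow analysis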
# bCat nuc transl – alters nuclear translocation of beta-catenin in HeLa cells. nuclear translocation activity, % at 5 µM. 0.3% of 190,000 active. immunofluorescence imaging;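 active = nuclear translocation activity above 50% at 5 µM, with a well cell count of 50 or more; inconclusive = wells under 50 cells across six images, flagged as toxic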;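 note: per-cell ratio of nuclear to cytoplasmic median beta-catenin stain intensity; plate controls were DMSO negative control for no effect and GSK-3 inhibitor IX positive control for full effect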
#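 Test system: human HeLa cells, native beta-catenin. Compound dosing: 5 µM primary single dose, 0.1% DMSO, 0.02–20 µM confirmation series. Incubation: compound exposure 24 h at 37°C. Detection: beta-catenin immunostaining with DAPI counterstain, 20x imaging, 6 fields/well. Read-out basis: Nuclear/cytoplasmic beta-catenin signal ratio, % activation.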
# Dynein transport – blocks dynein driven cargo transport along microtubules; 0.47% of 220,000 active; z-score, hits read low; 3617.4 mouse cells, GR-EGFP nuclear translocation imaging; test concentration mostly 20 µM; stimulated with dexamethasone, 1 µM; active compounds read low;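 active = plate z-score of nuclear minus cytoplasmic receptor signal below a set negative limit, without overly bright fluorescence or cell loss, cut at about -3.5 in these data, passing the limit was not always enough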;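 note: z-score of nuclear minus cytoplasmic ring GR-EGFP intensity difference per well; some compounds called inactive have numbers as strong as hits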
#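 Buffer or medium – tet-free medium with charcoal-stripped serum · Signal – automated 10x imaging of fixed Hoechst-stained cells · Also added – dexamethasone agonist, 1.0 µM final, for 30 min · Incubation – induction 48 h, compound 1 h, agonist 30 min · Read-out – GR-EGFP nuclear translocation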
# PMI inhibitors – inhibitors of human PMI, primary screen, biochemical, fluorescence intensity, coupled assay (AID 1209); purified PMI enzyme, coupled fluorescence intensity; higher % means a stronger effect; inhibition, % at 20 µM, or IC50 in µM where a hit was titrated; 0.42% of 190,000 active; in the data active = inhibition above about 50%;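 note: plate controls were DMSO vehicle for no effect and wells lacking substrate for full effect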
# MT stabilizer – microtubule stabilizers in HeLa cells; AID 2205; HeLa tubulin immunostaining HCS, 24 h; share of cells brighter than vehicle mean+2SD; 0.83% of 200,000 active; % tubulin-high responders, % at 10 µM;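 active = plate Z-score above 3 for both tubulin-high and condensed-nucleus cell shares, with cell loss under 80%, at 10 µM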;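 note: anti alpha tubulin signal scored within the nucleus-defined area of each cell; some results filed as inactive read as strong as hits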
# Dynein transport cytoplasmic EGFP – also measured in Dynein transport; calls as there; z-score; measured here: cytoplasmic GR-EGFP intensity; active compounds read high
# Dynein transport nuclear GR-EGFP – also measured in Dynein transport; calls as there; z-score; measured here: nuclear GR-EGFP intensity;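 lower value marks the stronger effect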
# Dynein transport cell count – also measured in Dynein transport; calls as there; z-score; measured here: cell count per field
# Ins promoter up cell count – further read-out of Ins promoter up, marked with its call; cell count; measured here: cytotoxicity, nuclei count;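 total cells summed across four imaged fields per well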
# Hep lipid drop cells 6.5 µM – second read-out of Hep lipid drop, no call of its own (marks repeat the call); cell count; measured here: cell count, cytotoxicity flag;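 cells counted across two imaged fields per well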
# bCat nuc transl cell count 5 µM – also measured in bCat nuc transl; calls as there; cell count; measured here: cell count, cytotoxicity flag
# T cell modulator vesicle-bound % – second read-out of T cell modulator, no call of its own (marks repeat the call); double positive events, %; measured here: CD8+ vesicle-bound cell fraction;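 binding gate set so that unloaded-vesicle control wells show 10% double positive cells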
# MT stabilizer Hoechst-high % – second read-out of MT stabilizer, no call of its own (marks repeat the call); % Hoechst-high responders; measured here: nuclear condensation Hoechst responders;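 share of cells brighter than vehicle mean plus two SD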
# MT stabilizer cytotoxicity % – further read-out of MT stabilizer, marked with its call; toxicity, %; measured here: cytotoxicity by cell density;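 0% = mean cell density of plate MIN control wells and 100% = no cells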
# Myeloid diff MLP GFP+ MAC1+ % – further read-out of Myeloid diff MLP, marked with its call; GFP+ MAC1+ double positive, %; measured here: differentiation confirmed by MAC1 staining
# * = called active by the depositor; i = inactive; ? = inconclusive; . = not tested or not shown.
SMILES,T cell modulator,T cell modulator vesicle-bound %,Hep lipid drop,Hep lipid drop cells 6.5 µM,Ins promoter up,Ins promoter up cell count,TNAP activation fold,Myeloid diff MLP,Myeloid diff MLP GFP+ MAC1+ %,bCat nuc transl,bCat nuc transl cell count 5 µM,Dynein transport,Dynein transport cytoplasmic EGFP,Dynein transport nuclear GR-EGFP,Dynein transport cell count,PMI inhibitors,MT stabilizer,MT stabilizer Hoechst-high %,MT stabilizer cytotoxicity %
NC(=S)NN=C1C2CC3CC(C2)CC1C3,i,5,11,702,-0.25,1335,1.3,i,0.3,-2.7,1077,-0.25,-0.067,-0.065,0.22,-13%,2.5,1.9,6.0
CCN(CC)C(=O)Oc1ccc2c(=O)c(-c3ccc(OC)cc3)c(C)oc2c1,i,34,.,.,-0.92,682,1.1,i,5.2,-1.2,1003,-0.35,-0.34,-0.8,0.11,9%,5.4,3.1,2.8
Cc1ccccc1-c1nsc(SCC(=O)NCc2ccc3c(c2)OCO3)n1,i,30,-18,644,-0.1,1450,1.1,i,0.7,-1.3,1122,-0.3,-0.13,0.24,0.33,4%,2.5,3.9,11
Cc1noc(C)c1CSc1nc2ccccc2c(=O)n1-c1ccccc1,i,52,.,.,-0.43,979,1.1,?,.,29,759,-0.41,-0.1,0.011,0.087,2%,42*,23*,64*
COc1cccc(C2NC(=O)NC(C)=C2C(=O)Nc2cc(OC)ccc2OC)c1 (stereo not drawn),i,49,.,.,0.65,1335,1.1,i,1.7,-5.8,1029,-0.71,-0.16,-0.3,0.57,2%,1.5,1.5,7.5
CC(=O)N=c1c(C#N)cc2c(=O)n3cccc(C)c3nc2n1Cc1ccco1,i,20,-10,592,-0.96,1414,.,i,0.0,-1.0,1148,2,0.48,1.3,-0.37,.,.,.,.
O=S(=O)(Nc1ccc(Oc2ncccn2)c(Cl)c1)c1ccc(F)cc1,i,59,-2,796,0.35,767,1.2,i,0.1,.,.,-0.02,-0.078,-0.22,0.71,8%,1.8,1.4,10
CC(C)C(NC(=O)CSc1ccc(Cl)cc1)C(C)C,i,63,-4,707,-0.93,982,1.1,i,1.6,.,.,0.58,-0.28,0.15,-0.73,-6%,1.2,1.3,18
O=c1oc2ccccc2n1CCCCCn1c(=O)oc2ccccc21,i,4,.,.,0.08,1095,1,i,1.4,-2.6,983,-0.82,-0.21,-0.26,0.78,-4%,4.8,2.5,8.7
O=C(CSc1ccc2nnc(-c3ccc(F)cc3)n2n1)N1CCOCC1,i,36,.,.,.,.,.,i,3.5,.,.,0.42,-0.18,0.59,-0.6,.,1.4,1.9,11
CCn1c(SCC(=O)Nc2ccccc2N2CCOCC2)nnc1-c1ccccc1,i,39,2,733,-0.13,1148,1.1,i,0.2,-1.2,1170,0.7,-0.21,-0.26,-0.11,8%,3.7,2.1,11
Cc1c(NS(=O)(=O)c2ccc3c(c2)Cc2ccccc2-3)c(=O)n(-c2ccccc2)n1C,i,31,-10,701,-0.3,1438,1.1,i,0.5,-0.1,1415,0.68,-0.34,-0.35,0.81,6%,4.0,2.0,7.8
CCn1c(N)c(C(=O)Nc2ccccc2C(=O)OC)sc1=S,i,25,.,.,-0.16,1422,1.1,i,0.4,-1.6,914,0.6,-0.24,-0.17,-0.025,24%,2.8,3.0,15
Cc1cc(=O)[nH]c(SCC(=O)N2CCCc3ccccc32)n1,i,37,8,723,0.28,1202,1.1,i,4.6,-3.6,1269,0.27,-0.23,-0.018,-0.63,-2%,2.4,2.2,10
O=c1cc(-c2ccc([N+](=O)[O-])cc2)c2cc3c(cc2[nH]1)OCCO3,i,47,1,680,-1.5,1385,1.1,i,0.3,1.9,1040,1.9,0.033,0.71,-0.94,-2%,4.4,1.8,9.2
C=C1CC2C3CC[C@@]4(OCOC45COCO5)[C@@]3(C)C(O)CC2[C@@]2(C)CCC(=O)C=C12 (stereo partly drawn),i,52,2,654,0.07,1451,1.1,i,0.0,.,.,-0.4,-0.26,-0.42,0.14,4%,4.4,2.3,7.4
CSc1nc(C)c(CCOCc2ccccc2)c(=O)[nH]1,i,20,-17,652,0.21,1889,1.1,i,0.3,-0.9,1122,.,.,.,.,10%,1.6,1.7,6.6
FC(F)(F)c1ccc(-c2nnc(-c3ccccn3)c(-c3ccccn3)n2)nc1,i,55,-20,599,0.73,1466,.,i,0.4,-0.1,1349,0.11,-0.28,0.029,0.84,.,.,.,.
CCOC(=O)c1c(OCC)[nH]c2ccc(O)cc12,i,30,5,784,0.05,880,1.1,i,0.5,-4.4,1248,0.47,-0.16,0.34,-0.59,-1%,2.7,2.3,6.5
CCCn1nc(C(=O)Nc2ccc3nc(C)sc3c2)c2ccccc2c1=O,i,45,-1,632,0.05,1290,1,i,0.1,-0.3,996,0.91,-0.28,-0.023,-0.48,18%,1.3,1.5,2.1
Cc1ccccc1NC(=O)C1CCCN1S(=O)(=O)c1cccc2cccnc12 (stereo not drawn),i,22,.,.,-0.57,979,0.9,i,7.1,.,.,0.032,-0.13,0.18,-0.09,-4%,5.9,3.8,8.7
CN1CCC(=NOc2ccc([N+](=O)[O-])cc2)CC1,i,51,-8,725,0.54,1417,1.1,i,0.2,-0.7,971,-0.37,-0.12,0.23,0.14,-7%,2.6,1.6,5.0
Cc1cccc(NC(=S)NC2CCCCC2)n1,i,53,8,666,-0.5,1247,1.1,i,0.3,0.7,1113,-0.035,-0.21,0.15,0.04,16%,6.3,0.5,4.9
O=C(O)C1CCN(C(=O)OCc2ccccc2)CC1,i,21,25,690,-4.9,670,1,i,0.4,-1.4,1067,.,.,.,.,3%,0.4,0.8,6.4
CCc1nc(C)cn1S(=O)(=O)c1ccc(Cl)c(Cl)c1Cl,i,21,-6,643,0.44,1537,1,i,0.2,-0.6,1063,0.64,-0.26,0.15,0.12,44%,6.9,3.2,2.5
Cc1ccc(-c2ccc(/C=N/N3C(=O)C4C5C=CC(CC5)C4C3=O)o2)c([N+](=O)[O-])c1 (stereo not drawn),i,26,3,743,0.19,809,1,i,3.6,-5.0,1205,-0.47,-0.4,-0.25,0.47,39%,0.7,0.9,8.9
CCOC(=O)Cn1c(S(=O)(=O)Cc2cccc(F)c2)nc(-c2ccccc2)c1-c1ccccc1,i,19,-16,666,-0.81,1827,1.1,i,5.8,1.2,1055,-0.55,-0.22,-0.58,0.5,15%,1.1,0.9,9.6
Cc1c(CNCC(C)c2ccccc2)c(C(=O)O)c(C)n1Cc1ccccc1 (stereo not drawn),i,15,-2,700,-0.02,1054,0.7,i,1.2,-0.2,1087,-0.86,-0.28,-0.54,0.68,-6%,2.2,1.7,0.0
CCCNC(=O)c1oc2ccc3c(c2c1C)C(=O)CC(C)(C)O3,i,61,1,722,-0.36,776,1,i,0.5,1.5,1164,-0.2,-0.39,-0.062,1.2,1%,1.6,1.2,1.8
CCOC(=O)C(=CNc1ccc2c(c1)CCN2C(C)=O)C(=O)OCC,i,13,1,711,-1,1452,.,i,0.8,-2.6,1239,0.24,0.003,0.23,0.46,.,.,.,.
COc1ccccc1NC(=O)c1ccc(CSc2ncccn2)cc1,i,31,7,724,0.1,1388,1,.,.,-0.4,1057,-0.69,-0.2,-0.15,0.73,6%,3.5,1.1,4.2
O=C(CN1CCN(C(=O)c2ccco2)CC1)Nc1cc(C(F)(F)F)ccc1Cl,i,47,.,.,0.97,1290,1.1,i,0.4,-5.0,957,1,-0.31,0.96,-1.5,11%,6.6,1.8,0.4
CC1(C)OC2C(O1)[C@@H](CO)O[C@H]2n1cnc2c(N)ncnc21 (stereo partly drawn),i,31,5,744,-0.13,996,.,i,0.4,-0.9,1318,-0.39,-0.0058,0.39,-0.18,.,.,.,.
CCCCCCOC(=O)Nc1ccc(S(=O)(=O)Nc2cccc([N+](=O)[O-])c2)cc1,i,19,9,700,-0.25,1309,1.1,i,0.2,-1.8,932,0.081,-0.29,-0.11,-0.048,0%,1.9,3.9,6.7
CS(=O)(=O)c1nc(-c2cccs2)cc(C(F)(F)F)n1,i,2,.,.,0.54,1497,1.1,.,.,-1.9,1390,0.55,0.027,0.63,-1.3,-10%,1.1,0.9,8.8

# 2 entries from above, bar-delimited.
molecule | T cell modulator | T cell modulator vesicle-bound % | Hep lipid drop | Hep lipid drop cells 6.5 µM | Ins promoter up | Ins promoter up cell count | TNAP activation fold | Myeloid diff MLP | Myeloid diff MLP GFP+ MAC1+ % | bCat nuc transl | bCat nuc transl cell count 5 µM | Dynein transport | Dynein transport cytoplasmic EGFP | Dynein transport nuclear GR-EGFP | Dynein transport cell count | PMI inhibitors | MT stabilizer | MT stabilizer Hoechst-high % | MT stabilizer cytotoxicity %
CCCCCCOC(=O)Nc1ccc(S(=O)(=O)Nc2cccc([N+](=O)[O-])c2)cc1 | i | 19 | 9 | 700 | -0.25 | 1309 | 1.1 | i | 0.2 | -1.8 | 932 | 0.081 | -0.29 | -0.11 | -0.048 | 0% | 1.9 | 3.9 | 6.7
CS(=O)(=O)c1nc(-c2cccs2)cc(C(F)(F)F)n1 | i | 2 | . | . | 0.54 | 1497 | 1.1 | . | . | -1.9 | 1390 | 0.55 | 0.027 | 0.63 | -1.3 | -10% | 1.1 | 0.9 | 8.8
